# Bioassay records (PubChem BioAssay)
# AmpC no deterg = qHTS Inhibitors of AmpC Beta-Lactamase (assay without detergent) | Potency, µM (highest dose often 57.1 µM), without a hit: at the top dose activity change, negative = inhibition, most hits filed as inhibitors | AmpC nitrocefin hydrolysis, absorbance 480 nm, 0.0001% Triton | AID 485341, 2010 | actives 0.52% (n = 330,000) | P00811;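 further: potency means the concentration at half of the fitted maximal effect; plate controls were no compound for no effect and no enzyme for full effect; nearly all actives have a fitted effect of over 20% in size; some results filed as inactive show a strong effect at the top dose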
# Target sequence (P00811 whole entry, looked up): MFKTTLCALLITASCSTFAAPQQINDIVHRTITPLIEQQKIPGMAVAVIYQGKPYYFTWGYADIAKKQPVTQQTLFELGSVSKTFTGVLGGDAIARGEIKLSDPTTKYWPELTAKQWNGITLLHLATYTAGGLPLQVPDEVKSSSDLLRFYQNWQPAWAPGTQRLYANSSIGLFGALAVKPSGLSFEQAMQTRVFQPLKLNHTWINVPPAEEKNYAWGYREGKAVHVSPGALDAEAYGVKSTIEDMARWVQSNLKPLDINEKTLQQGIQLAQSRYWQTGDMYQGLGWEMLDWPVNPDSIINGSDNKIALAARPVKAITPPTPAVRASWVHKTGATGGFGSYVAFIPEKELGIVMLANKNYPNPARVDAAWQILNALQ
#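 AmpC (5.3 nM in the dispensed reagent) in 20 mM phosphate pH 7.0 with 0.01% (detergent screen) or 0.0001% Triton X-100 was preincubated with compounds for 15 min at room temperature. Nitrocefin was then added from an 800 uM solution, and hydrolysis was followed at 480 nm.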
# Cycloheximide cs = Cycloheximide Counterscreen for Small Molecule Inhibitors of Shiga Toxin. cell reporter, cycloheximide protein synthesis inhibition counterscreen. max response, %. AID 2314, 2010. actives 12% (n = 300,000); in the data active means max response mostly above about 13%, no sharp cut-off; inactive means mostly below about 14%; further: read at 38.3 µM for the half of the compounds with a filed dose; 0% is about no effect
# Shiga inhibitor = A qHTS for Small Molecule Inhibitors of Shiga Toxin. AID 2315, 2010. actives 9.2% (n = 290,000). inhibition, % at 38.7 µM. Vero cells, Shiga toxin protein synthesis inhibition reporter; in the data active means inhibition mostly above about 28%, no sharp cut-off; inactive means mostly below about 43%; further: 0% is about no effect
# Pf growth 48h = Primary qHTS for delayed death inhibitors of the malarial parasite plastid, 48 hour incubation; actives 5.9% (n = 310,000); AID 504832, 2011; Potency, µM (series often up to 28.7 µM), for inactives: at the top dose activity change, negative = inhibition, hits mostly inhibitors; P. falciparum luciferase growth in erythrocytes, 48 h; further: potency means the concentration at half of the fitted maximal effect; on the % scale 0 is the no-effect control and ±100 the full control effect
#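 Growth was read as firefly luciferase luminescence after a 48 h, 37 C, 5% CO2 exposure of compounds to reporter-bearing P. falciparum cultures (0.1% parasitemia, 2% hematocrit final) in Albumax-supplemented RPMI 1640.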
# Tb PYK inh = qHTS of Trypanosoma Brucei Inhibitors | TbPYK enzyme, Kinase-Glo Plus ATP luminescence, 45 min | Potency, µM (doses to about 76.8 µM), without a hit: at the top dose activity, negative = inhibition, hits mostly inhibitors | actives 0.12% (n = 410,000); further: potency means the concentration at half of the fitted maximal effect; on the % scale 0 is the no-effect control and ±100 the full control effect; nearly all actives have a fitted effect of over 50% in size
#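 T. brucei PYK with substrate was exposed to pin-transferred compounds across a concentration series, then started with 130 uM ADP (final). After 45 min at room temperature, Kinase-Glo Plus luminescence was read, normalized and curve-fitted.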
# LmPK inh = qHTS Assay for Inhibitors of Leishmania Mexicana Pyruvate Kinase (LmPK). Potency, µM (top dose mostly 57.5 µM), without a hit: top-dose activity change, negative = inhibition, actives largely listed as inhibitors. AID 1721, 2009. actives 0.37% (n = 290,000). Q27686. purified LmPK, Kinase-Glo ATP luminescence, 1 h; further: potency means the concentration at half of the fitted maximal effect; on the % scale 0 is the no-effect control and ±100 the full control effect
# Target sequence (Q27686 whole entry, looked up): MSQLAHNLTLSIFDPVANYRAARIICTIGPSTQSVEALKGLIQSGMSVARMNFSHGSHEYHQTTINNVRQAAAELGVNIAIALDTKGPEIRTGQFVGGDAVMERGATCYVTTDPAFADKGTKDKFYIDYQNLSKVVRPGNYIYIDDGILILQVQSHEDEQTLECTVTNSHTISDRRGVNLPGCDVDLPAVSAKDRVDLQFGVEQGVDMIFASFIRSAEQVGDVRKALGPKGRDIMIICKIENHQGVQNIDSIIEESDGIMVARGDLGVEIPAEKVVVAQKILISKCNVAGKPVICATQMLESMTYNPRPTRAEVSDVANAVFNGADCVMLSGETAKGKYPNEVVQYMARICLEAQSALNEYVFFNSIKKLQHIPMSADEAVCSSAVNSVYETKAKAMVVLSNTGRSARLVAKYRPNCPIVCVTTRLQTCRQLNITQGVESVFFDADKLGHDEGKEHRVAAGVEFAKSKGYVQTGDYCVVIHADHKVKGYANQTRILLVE
#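 Purified LmPK (0.1 nM) with 0.5 mM PEP and 0.1 mM ADP in imidazole buffer pH 7.2 with MgCl2/KCl, 1 h at room temperature. ATP formed was read by luciferase luminescence and normalized to no-enzyme and uninhibited controls.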
# Pf growth 96h = Primary qHTS for delayed death inhibitors of the malarial parasite plastid, 96 hour incubation. P. falciparum luciferase reporter growth, 96 h. Potency, µM (highest dose often 28.7 µM), for the others: at the top dose activity change, negative = inhibition, hits mostly inhibitors. actives 6.9% (n = 320,000). AID 504834, 2011; further: potency means the concentration at half of the fitted maximal effect; on the % scale 0 is the no-effect control and ±100 the full control effect
#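 96 h incubation, 37 C, 5% CO2, of luciferase-reporter P. falciparum-infected RBCs (2% hematocrit, 0.05% parasitemia final) with test compounds; endpoint luminescence.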
# An asterisk follows results filed as active; u = inconclusive; x = not tested or not shown; [ ] = remark or other dose. Unless noted, the call rests on the fitted dose curve; in most records, active means well fitted curve in the direction sought with a large enough effect; inconclusive means small, poorly fitted or top-dose-only effect, or another doubt; inactive means no such curve, though single readings can be large; an effect the other way counts as inactive or inconclusive. Hits appear at their usual frequency (roughly 22% active in at least one column).
item	SMILES	Shiga inhibitor	Tb PYK inh	Pf growth 96h	Pf growth 48h
1	COc1ccccc1NC(=S)N1CC(C)OC(C)C1 (stereo not drawn)	-14	6%	u	2%
2	Cc1nc2c(-c3ccc(F)cc3)c(C)nn2c(C)c1CCC(=O)Nc1ccccc1F	-7	3%	9.3µM*	u
3	Cc1ncc(C[n+]2csc(CCOC(=O)CC34CC5CC(CC(C5)C3)C4)c2C)c(N)n1	-10	-3%	50%[activator]	u
4	COc1ccccc1CNC(=O)CSc1ccc(-c2cccs2)nn1	23	-1%	u	-19%
5	O=C1C(=O)N(O)C2CCCCC2N1O (stereo not drawn)	-8	-8%	10%	2%
6	CCOC(=O)c1c(C)nc(C)c(C(=O)OCC)c1-c1ccco1	8	-4%	-1%	15%
7	O=C(C1CC1)N1c2ccccc2Sc2ccccc21	-16	0%	26%	12µM*
8	CC(Oc1ccc2ccccc2c1)C(=O)NNC(=O)Nc1ccccc1 (stereo not drawn)	-5	2%	u	-3%
9	COC(=O)c1cc(Cl)c(NC(=O)C(C)C)cc1OC	-4	-22%	u	4%
10	O=C(N=Nc1c(O)[nH]c2ccc(F)cc12)C1COc2ccccc2O1 (stereo not drawn)	7	-2%	104%[activator]	0%
11	CCC1C(=O)NCCN1C(=O)c1ccc2nc(Cc3cccc(Cl)c3)oc2c1 (stereo not drawn)	-9	-3%	u	7%
12	COc1ccc(OCC(=O)Nc2ccc(N3CCOCC3)c(Cl)c2)cc1	-7	1%	x	u

item	LmPK inh	Cycloheximide cs	AmpC no deterg
1	3%	-3	-50%
2	4%	-4	-5%
3	0%	-1	9%
4	2%	1	-7%
5	4%	-3	-29%
6	7%	-2	19%
7	-3%	-2	-13%
8	6%	-4	-34%
9	0%	-2	-11%
10	2%	-2	-34%
11	9%	-1	46%
12	2%	-3	-2%

# Next compounds follow.
item	SMILES	Shiga inhibitor	Tb PYK inh	Pf growth 96h	Pf growth 48h
13	Cc1ccc(NC(=O)Nc2ccc(F)cc2)nc1	65*	3%	2%	146%[activator]
14	CC(C)n1cnc2c(NCc3ccccc3)cc(Cc3ccc(F)cc3)cc21	x	-4%	6.6µM*	10µM*
15	Cc1ccc(C)c(NC(=O)COC(=O)CCNC(=O)c2ccco2)c1	x	3%	-25%	-21%
16	O=C(CCCSc1nc2ccccc2[nH]1)NCc1ccccc1	-7	-8%	u	-12%
17	O=S(=O)(Nc1nc2ccccc2nc1Cl)c1cccc(C(F)(F)F)c1	32	6%	53%[activator]	2%
18	Cc1nc(-c2ccccc2)sc1C(=O)Nc1ccccc1F	29	-1%	-1%	-25%
19	COCCn1c(=O)[nH]c(=O)c2c1nc(-c1cc(Br)c3c(c1)OCO3)n2Cc1ccccc1	-4	-4%	u	u
20	O=C(O)CSCCc1ccccn1	-15	4%	21%	9%
21	COc1ccc(C(CNC(=O)C(C)c2ccc3cc(OC)ccc3c2)N(C)C)cc1 (stereo not drawn)	18	-1%	u	u
22	Cc1cc(C(=O)N2CCCC(N3CCN(c4ccc(F)cc4)CC3)C2)c(C)o1 (stereo not drawn)	-5	-16%	213%[activator]	-17%
23	Cc1ccc(S(=O)(=O)[N-]c2nc3ccccc3nc2-n2cc[n+](CCC(C)C)c2)cc1	-16	3%	u	x
24	Cc1nnsc1SCCNC(=O)c1ccc(F)cc1	24	1%	2%	11%

item	LmPK inh	Cycloheximide cs	AmpC no deterg
13	3%	47*	-17%
14	x	x	-9%
15	x	x	-12%
16	-1%	-4	-18%
17	-3%	18	-24%
18	2%	46*	-24%
19	4%	10	51%
20	2%	-2	-16%
21	3%	4	71%[activator]
22	1%	2	74%[activator]
23	8%	19	31%
24	2%	11	u

# Down the list, quoted from above:
# Tb PYK inh, compounds 20–23, in order: 4%, -1%, -16%, 3%
# AmpC no deterg, compounds 20–23, in order: -16%, 71%[activator], 74%[activator], 31%

# Gathered by group: the compounds so far with two or more sulfur atoms.
item	SMILES	Shiga inhibitor	Tb PYK inh	Pf growth 96h	Pf growth 48h
4	COc1ccccc1CNC(=O)CSc1ccc(-c2cccs2)nn1	23	-1%	u	-19%
24	Cc1nnsc1SCCNC(=O)c1ccc(F)cc1	24	1%	2%	11%

item	LmPK inh	Cycloheximide cs	AmpC no deterg
4	2%	1	-7%
24	2%	11	u

# More results follow:
item	SMILES	Shiga inhibitor	Tb PYK inh	Pf growth 96h	Pf growth 48h
25	O=C(Nc1ccc2c(c1)nc1n2CCOC1)c1ccco1	73*	-15%	72%[activator][5.75 µM]	144%[activator]
26	CCOc1ccccc1N1CCN(C(=O)c2cc(-c3cc(OC)ccc3OC)nc3ccccc23)CC1	-16	4%	-20%	u
27	Cc1cccn2c(CN(C)CC3Cc4ccccc4O3)c(C(=O)N3CCCCC3)nc12 (stereo not drawn)	9	0%	u	u
28	CC(C)(C)c1ccc(C(=O)NCC(=O)OCc2ccc([N+](=O)[O-])cc2)cc1	-8	-8%	0.52µM*	4%
29	NS(=O)(=O)c1ccc(NN=C2CCN(Cc3ccccc3)CC2)c([N+](=O)[O-])c1	-1	7%	69%[1.15 µM]	21%[1.15 µM]
30	COc1ccc(S(=O)(=O)N2CCOCC2)cc1C(=O)N(C)Cc1ccccc1F	x	-8%	-22%	-9%
31	O=C1/C(=C\c2ccc(O)cc2)SC(=S)N1/N=C/c1ccc(O)cc1	26	1%	-8%	0%
32	O=C(c1cccnc1)N1CCN(Cc2ccccc2Br)CC1	-16	-7%	x	-4%
33	N#C/C(=C(/O)c1ccccc1F)c1nc2cc(C(F)(F)F)ccc2s1	-10	-3%	u	6%
34	CCCCN1CCNC[C@H]1Cc1ccc(O)cc1	x	0%	4%	1%
35	CC(C)c1nnc(NC(=O)CCC(=O)N2CCC(Cc3ccccc3)CC2)s1	9	3%	u	-3%
36	CCC(=O)c1ccc(N2CCN(C(=O)c3ccc(Br)cc3)CC2)c(F)c1	-8	3%	0%	6%

item	LmPK inh	Cycloheximide cs	AmpC no deterg
25	1%	33*	-10%
26	-4%	9	119%[activator]
27	4%	-2	138%[activator]
28	4%	-4	-14%
29	1%	-1	-33%
30	x	x	2%
31	-9%	12*	-55%
32	-8%	2	-4%
33	5%	-2	-16%
34	x	x	-1%
35	-3%	-8	110%[activator]
36	2%	5	7%

# (listing goes on)
item	SMILES	Shiga inhibitor	Tb PYK inh	Pf growth 96h	Pf growth 48h
37	CC(C)(C)C(=O)Nc1nc2ccc(S(C)(=O)=O)cc2s1	78*	-7%	117%[activator]	56%[activator]
38	O=C(CNC(=O)Cc1ccccc1)NCC(=O)OCC(=O)c1ccccc1Cl	-17	-25%	47%[activator]	u
39	CC(=O)Nc1ccc(NC(=O)COc2ccccc2C(=O)Nc2cccc(Cl)c2Cl)cc1	12	-2%	-7%	3%
40	O=C(O)CN(CCN(CC(=O)O)CC(=O)O)CCN(CC(=O)O)CC(=O)O	x	-9%	u	-19%
41	COc1ccc(CNC(=O)C2CCN(c3nc(OC)nc(OC)n3)CC2)cc1	-10	-20%	-2%	9%
42	Cc1ccc(Nc2nc(Cl)nc(N(C)C#N)n2)cc1	-4	-1%	7.4µM*	18%
43	O=C(Cn1cnc2c(nnn2-c2ccc(F)cc2)c1=O)NCc1ccco1	-2	0%	-9%	17%
44	COc1cccc(NC(=O)CSc2nnc(Cn3cnc([N+](=O)[O-])n3)n2C)c1	-9	1%	u	-17%
45	O=C(OCC(=O)N1CCC(Cc2ccccc2)CC1)c1ccc(CO)cc1	x	-5%	u	u
46	CN(C)CCCN(C(=O)c1ccc(S(=O)(=O)N2CCCCCC2)cc1)c1nc2cc3c(cc2s1)OCCO3	x	-4%	u	u
47	COCc1nnc(NC(=O)c2cccc(NC(=O)c3ccccc3)c2)s1	3	-8%	0%	0%
48	CO/N=C/c1ccc(Oc2ccc([N+](=O)[O-])cc2[N+](=O)[O-])c(OC)c1	12	-3%	37%[activator]	0%

item	LmPK inh	Cycloheximide cs	AmpC no deterg
37	-4%	36*	-2%
38	-1%	-1	1%
39	3%	-5	-23%
40	x	x	x
41	2%	-4	-13%
42	3%	-4	-23%
43	2%	-2	-19%
44	-4%	-5	-16%
45	x	x	22%
46	x	x	u
47	2%	-2	-29%
48	0%	8	-5%

# In another format: entries from further up.
no. | SMILES | Shiga inhibitor | Tb PYK inh | Pf growth 96h | Pf growth 48h | LmPK inh | Cycloheximide cs | AmpC no deterg
43 | O=C(Cn1cnc2c(nnn2-c2ccc(F)cc2)c1=O)NCc1ccco1 | -2 | 0% | -9% | 17% | 2% | -2 | -19%
44 | COc1cccc(NC(=O)CSc2nnc(Cn3cnc([N+](=O)[O-])n3)n2C)c1 | -9 | 1% | u | -17% | -4% | -5 | -16%
45 | O=C(OCC(=O)N1CCC(Cc2ccccc2)CC1)c1ccc(CO)cc1 | x | -5% | u | u | x | x | 22%
46 | CN(C)CCCN(C(=O)c1ccc(S(=O)(=O)N2CCCCCC2)cc1)c1nc2cc3c(cc2s1)OCCO3 | x | -4% | u | u | x | x | u

# Single records, from the list above. Order of screens: Shiga inhibitor, Tb PYK inh, Pf growth 96h, Pf growth 48h, LmPK inh, Cycloheximide cs, AmpC no deterg
# `COc1ccc(CNC(=O)C2CCN(c3nc(OC)nc(OC)n3)CC2)cc1` as listed: -10, -20%, -2%, 9%, 2%, -4, -13%
# `COc1cccc(NC(=O)CSc2nnc(Cn3cnc([N+](=O)[O-])n3)n2C)c1` as listed: -9, 1%, u, -17%, -4%, -5, -16%

# Continuation:
item	SMILES	Shiga inhibitor	Tb PYK inh	Pf growth 96h	Pf growth 48h
49	CC(c1cccnc1)N(C(=O)Nc1ccccc1)C1CCCCC1 (stereo not drawn)	31	-2%	4%	x
50	COc1ccccc1OCC(=O)N1CCCC(Nc2cccc(F)c2)C1 (stereo not drawn)	-4	-4%	u	-7%
51	COc1cc(C(=O)Nc2cccc(C(C)=O)c2)cc(OC)c1OC	-11	3%	47%[activator]	-4%
52	O=C(CSc1ccc(-c2ccccc2)nn1)NCc1ccco1	8	-5%	u	-5%
53	CN(C)c1ccc(CN2CC=C(c3ccc(F)cc3)CC2)cc1	-10	6%	u	x
54	Cc1cccc(NC(=O)N2CCN(Cc3ccc(Cl)cc3)CC2)c1	-5	-5%	u	13%
55	O=C(Nc1nc2c(F)c(F)c(F)cc2s1)c1ccco1	103*	38%[activator]	67%[activator]	62%[activator]
56	NC(=O)c1nsc(C(=O)N(CC(=O)NC2CCCC2)c2cccc(C(F)(F)F)c2)c1N	14	0%	-7%	-24%
57	CCOC(=O)c1ccc(NC(=O)Oc2ccccc2)cc1	-19	1%	-13%	x
58	COc1ccc2[nH]c(=O)c(C(c3nnnn3C3CCCC3)N(C)C3CCCCC3)cc2c1 (stereo not drawn)	14	-11%	u	14%

item	LmPK inh	Cycloheximide cs	AmpC no deterg
49	6%	3	-13%
50	1%	0	39%
51	-2%	7	-10%
52	4%	14	-4%
53	6%	-2	-9%
54	-4%	-2	27%
55	1%	29*	-11%
56	0%	5	53%
57	11%	1	-24%
58	1%	-3	-31%
